# Bioassay records from PubChem BioAssay.
# V-ATPase pH = regulators of yeast V-ATPase proton pumping, primary screen, pHLuorin cytosolic pH fluorescence | hit rate 0.37% among 350,000 | response, % at 10 µM | S. cerevisiae; in the data active = response mostly above about 7.3%, no sharp cut-off; inactive = mostly below about 5.4%; note: actives read high; inactives centre near 0; some compounds called inactive have numbers as strong as hits; reference of the scale not given here
# HTR5A inv ctr = HTR5A inverse agonists in luminescence cell assay, primary screen, counter-screen for OPRM1-OPRD1 heterodimer inverse agonist project, full-deck HTS; HTR5A cell line, inverse agonism; AID 504634, 2011; hit rate 0.083% among 340,000; inhibition, % at 9.3 µM; in the data active = inhibition mostly above about 23%, no sharp cut-off; inactive = mostly below about 18%;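 note: 0% = cells with DMSO and 100% = no-cell wells with DMSO; some compounds called inactive have numbers as strong as hits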
# Target sequence (P47898 whole entry, looked up): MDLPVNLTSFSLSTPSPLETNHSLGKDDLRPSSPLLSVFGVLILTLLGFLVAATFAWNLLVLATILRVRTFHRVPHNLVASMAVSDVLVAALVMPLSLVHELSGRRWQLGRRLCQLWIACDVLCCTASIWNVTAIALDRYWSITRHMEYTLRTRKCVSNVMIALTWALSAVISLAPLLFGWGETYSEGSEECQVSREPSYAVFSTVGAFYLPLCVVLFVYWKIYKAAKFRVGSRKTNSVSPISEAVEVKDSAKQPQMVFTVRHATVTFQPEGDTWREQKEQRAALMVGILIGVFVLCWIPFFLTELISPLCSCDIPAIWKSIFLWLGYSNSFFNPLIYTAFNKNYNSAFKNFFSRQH
# NSD2 inh = NSD2 histone methyltransferase inhibitors, primary screen, biochemical, AlphaScreen, single concentration, set 2; NSD2 peptide methylation, 120 min; hit rate 0.54% among 310,000; Histone-lysine N-methyltransferase NSD2 (Homo sapiens), O96028; AID 743445, 2014; inhibition, % at 12.5 µM; in the data active = inhibition above about 50%
# PvdQ acylase = P. aeruginosa PvdQ acylase inhibitors, primary screen, biochemical, fluorescence, plate reader and imaging, single point; purified PvdQ acylase; inhibition, % at 10 µM; hit rate 0.063% among 340,000; AID 488965, 2010; in the data active = inhibition above about 30%, passing the limit was not always enough; inconclusive = no clear call, values can overlap the other calls;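 note: 0% = vehicle neutral wells and 100% = reference inhibitor wells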
# SR-BI DiI inh = inhibitors of SR-BI mediated HDL lipid uptake, primary screen, ldlA[mSR-BI] cells, fluorescence, single point. ldlA[mSR-BI] CHO cells, DiI-HDL uptake fluorescence, 3 h. inhibition, % at 12.5 µM. hit rate 0.96% among 320,000. AID 488896, 2010;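 active = mean replicate inhibition of at least 70% and a set share of replicates each scoring 70 or more; inconclusive = meets just one of the two criteria; inactive = fails both criteria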;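 note: 0% = median of neutral control wells and 100% = median of positive control wells; values of inactives mirror those of a sister screen read the other way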
# Target sequence (Q61009 whole entry, looked up): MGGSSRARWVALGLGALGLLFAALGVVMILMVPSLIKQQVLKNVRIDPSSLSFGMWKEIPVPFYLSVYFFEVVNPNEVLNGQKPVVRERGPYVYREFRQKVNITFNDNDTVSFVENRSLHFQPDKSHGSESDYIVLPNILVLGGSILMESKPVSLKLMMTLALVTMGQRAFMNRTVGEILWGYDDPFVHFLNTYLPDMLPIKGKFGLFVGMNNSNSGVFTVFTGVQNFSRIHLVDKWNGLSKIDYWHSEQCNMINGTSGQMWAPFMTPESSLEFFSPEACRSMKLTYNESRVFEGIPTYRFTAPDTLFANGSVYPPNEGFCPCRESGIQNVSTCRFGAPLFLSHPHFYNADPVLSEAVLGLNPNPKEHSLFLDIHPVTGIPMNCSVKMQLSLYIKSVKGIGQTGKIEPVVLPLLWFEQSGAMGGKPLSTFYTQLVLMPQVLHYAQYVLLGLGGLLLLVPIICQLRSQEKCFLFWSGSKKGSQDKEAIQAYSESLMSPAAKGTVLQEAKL
# CDK5 inh = inhibitors of human CDK5/p35 kinase, primary screen, biochemical, single concentration; Recombinant CDK5/p35, ADP-Glo luminescence, 60 min; Cyclin-dependent kinase 5 (Homo sapiens) + Cyclin-dependent kinase 5 activator 1 (Homo …; hit rate 0.01% among 330,000; AID 488839, 2010; inhibition, % at 10 µM;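 active = highest replicate inhibition of at least 50% and at least 75% of replicates reaching 50%; inconclusive = only one of the two criteria met; inactive = both criteria failed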;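 note: plate controls were DMSO neutral control for no effect and GW8510 at 10 µM for full effect; many of its hits are not listed in these tables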
# MITF act = activators of MITF-driven TRPM1 promoter reporter, primary screen, cell-based, SK-MEL-5, luciferase, single point. SK-MEL-5 TRPM1-promoter luciferase, 24 h; % of positive control, neutral wells = 0. activation, % at 12.5 µM. hit rate 0.75% among 300,000. AID 588334, 2011;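 active = mean activation of at least 80% with every replicate also reaching 80%; inconclusive = mean reaches 80% but some replicate falls short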;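 note: 0% = neutral control wells and 100% = parthenolide positive control wells; values of inactives mirror those of a sister screen read the other way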
# dFosB activator = activators of delta FosB homodimer, primary screen, biochemical, fluorescence polarization, TAMRA-CDK5 oligo, single point; hit rate 0.99% among 340,000; AID 493131, 2011; purified delta FosB; percent of positive-control signal above neutral wells; activation, % at 25 µM;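 active = mean activation above about 17%, with every replicate also reaching it, limit read from the data, passing the limit was not always enough; inconclusive = only one of the two conditions met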;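 note: fluorescence polarization rise as delta FosB binds a TAMRA Cdk5 AP-1 oligo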
# Wnt bcat act = Wnt/beta-catenin pathway activators, primary screen, cell-based, plate reader, single point | activation, % at 9.35 µM | Wnt/beta-catenin reporter cell assay, activator | hit rate 1.2% among 300,000 | AID 743398, 2014; in the data active = activation above about 30%, passing the limit was not always enough; inconclusive = no clear call, values can overlap the other calls;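 note: 0% = neutral control wells and 100% = positive control wells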
# HTR5A ag = HTR5A agonists in luminescence cell assay, primary screen, counter-screen for OPRM1-OPRD1 heterodimer agonist project, full-deck HTS; 5-hydroxytryptamine receptor 5A (Homo sapiens), P47898; cell-based; activation, % at 9.3 µM; hit rate 0.61% among 340,000; AID 504692, 2011; in the data active = activation mostly above about 9.5%, no sharp cut-off; inactive = mostly below about 7.6%;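 note: 0% = cells with vehicle only and 100% = reference agonist; strong numbers were not always called active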
# Starred values were filed as active, the others as inactive; u = inconclusive; x = not tested or not shown.
SMILES,V-ATPase pH,HTR5A inv ctr,NSD2 inh,PvdQ acylase,SR-BI DiI inh,CDK5 inh,MITF act,dFosB activator,Wnt bcat act,HTR5A ag
CN(C)CCCN(C(=O)c1ccc(S(=O)(=O)N(C)C)cc1)c1nc2cc3c(cc2s1)OCO3,-4.9,-4.6,3.5,-1.6,-7.6,-1.7,-13.6,0.2,-6.1,1.8
CC/C(=C\C1CCCCC1)C(NP(=O)(c1ccccc1)c1ccccc1)c1ccccc1 (stereo not drawn),1.4,3.5,x,-13.8,-28.9,0.3,-17.2,-4.8,-12.3,-2.0
COc1cc(OC)c(C(=O)NC2CC(C)(C)NC(C)(C)C2)cc1OC,6.4,-13.2,-2.6,14.0,-16.6,2.0,-11.0,-5.8,x,0.9
Cc1ccc2cc(CCNC(=O)c3ccco3)c(=O)[nH]c2c1C,-3.9,4.1,x,-12.6,-45.0,0.1,104.0*,-7.6,u,-1.5
O=C(c1ccc2nccnc2c1)N1CCN(Cc2ccc3c(c2)OCO3)CC1,-7.9,-0.9,2.3,-5.6,-17.6,-0.6,0.3,-11.1,-2.6,4.6
CCN(CC)CCN1C(=O)C(=O)/C(=C(/O)c2c(C)[nH]c(C(=O)OC)c2C)C1c1cccs1 (stereo not drawn),4.1,13.3,9.5,-10.0,25.1,-3.0,1.5,-2.9,6.4,-1.6
COc1ccc(NC(=O)C2CCCO2)cc1OC (stereo not drawn),-0.1,10.1,-0.4,-14.5,-31.5,1.5,0.5,2.5,-3.6,-0.3
Cc1ccc(S(=O)(=O)c2ccc(Cl)cc2)cc1S(=O)(=O)NC(C)C(=O)O (stereo not drawn),0.3,-30.5,-1.8,4.6,-28.3,-0.1,3.5,-5.3,x,5.0
COc1ccc(C(=O)NC(C(=O)NCC2(N3CCCCC3)CCCCC2)C(C)C)cc1 (stereo not drawn),1.3,17.2,0.4,6.4,2.6,-1.1,9.2,1.3,-1.8,-0.2
NC(=O)C1CCN(C(=O)c2ccc3nc(-c4ccccc4)c(-c4ccccc4)nc3c2)CC1,-0.2,19.1,3.5,1.8,2.1,0.5,-11.1,-9.4,-3.3,-5.1
CN(C(=O)COC(=O)CNC(=O)c1sc2ccccc2c1Cl)c1ccccc1,3.5,18.4,-0.6,-18.1,-31.6,1.3,4.9,1.4,-0.1,-6.9
COC(=O)c1[nH]c2ccc(C)cc2c1NC(=O)Nc1ccccc1OC,-5.4,10.9,-0.6,7.2,79.6*,-2.1,-7.4,2.4,x,-3.3
Cc1cccc(C)c1N1C(=O)c2ccccc2C1=O,-2.1,20.1,-1.0,5.1,-0.6,3.2,-7.0,-5.2,-0.9,-8.7
CCN(CCCn1c(=S)[nH]c2ncccc2c1=O)c1ccccc1,1.8,8.9,1.7,5.0,-1.6,3.8,-9.7,-5.0,x,-3.3
CC(C(=O)Nc1ccccc1)N(C)CCOc1ccc(Br)cc1 (stereo not drawn),-0.4,-0.6,-3.7,-14.0,-6.7,0.5,-4.4,-6.2,-9.4,0.2
CC(C)Oc1ccc(Br)cc1/C=N\NC(N)=S,7.2,-5.7,5.4,4.3,9.5,0.8,-4.7,-12.6,x,-2.1
Cc1cc(C)nc(OC(C(=O)O)C(OCC(C)C)(c2ccccc2)c2ccccc2)n1 (stereo not drawn),-1.3,4.8,-2.0,-16.3,-8.6,-0.2,-8.3,-0.7,1.9,-1.3
O=C(Nc1ccccc1)c1ccc(F)c(S(=O)(=O)N2CCOCC2)c1,3.6,-21.1,0.2,-12.0,-0.1,-0.3,-9.7,0.1,20.3,-1.1
COCCCNC(=O)CS(=O)(=O)Cc1nc(-c2cccc(OC)c2)oc1C,2.1,22.0,0.1,7.6,0.8,0.6,x,-2.8,x,-4.1
Oc1ccccc1C(=S)N1CCCCCC1,2.1,13.3,2.5,-5.3,-2.4,-1.1,-5.8,-3.9,-4.7,-1.6

# In another format: entries from further up.
Compound | V-ATPase pH | HTR5A inv ctr | NSD2 inh | PvdQ acylase | SR-BI DiI inh | CDK5 inh | MITF act | dFosB activator | Wnt bcat act | HTR5A ag
Oc1ccccc1C(=S)N1CCCCCC1 | 2.1 | 13.3 | 2.5 | -5.3 | -2.4 | -1.1 | -5.8 | -3.9 | -4.7 | -1.6
COC(=O)c1[nH]c2ccc(C)cc2c1NC(=O)Nc1ccccc1OC | -5.4 | 10.9 | -0.6 | 7.2 | 79.6* | -2.1 | -7.4 | 2.4 | x | -3.3

# Going on with the list.
SMILES,V-ATPase pH,HTR5A inv ctr,NSD2 inh,PvdQ acylase,SR-BI DiI inh,CDK5 inh,MITF act,dFosB activator,Wnt bcat act,HTR5A ag
CCC(=O)Nc1ccc(OC)cc1OC,4.5,2.2,-1.0,-11.1,-4.6,1.3,-14.5,-4.8,x,5.5
Cc1ccc(CNC(=O)CN(C)S(=O)(=O)c2cccc3cccnc23)cc1,2.7,2.8,x,3.5,-8.0,-0.4,0.8,2.4,1.6,-0.9
Clc1cccc(Cl)c1CSc1nnc([C@@H]2CCCN2)o1,-1.8,2.9,-0.5,-17.0,-14.5,-0.1,3.7,-0.5,5.4,-2.1
O=C(Nc1cccnc1Cl)c1cc(-c2ccc(Br)cc2)on1,0.4,-13.5,2.2,-4.0,-14.1,-4.0,28.7,2.7,8.8,2.9
Cc1ccc(Cn2cccc2C2=NC(C)CO2)cc1 (stereo not drawn),-2.7,2.9,-3.1,-13.8,-9.3,-1.1,x,3.3,-0.3,-0.5
COc1cc(CCC(=O)Nc2cccc(S(=O)(=O)N(C)C)c2)cc(OC)c1OC,-3.0,-26.0,-0.5,3.1,51.3,0.3,-6.9,-4.8,-6.3,3.2
Cc1cccc(N2CCN(Cc3nc(-c4cccc(Cl)c4)oc3C)CC2)n1,1.7,7.5,4.5,8.0,10.7,2.2,-7.6,-5.9,-0.2,-2.8
CN(Cc1ccccc1)CC(O)COc1ccc(CNCc2cc3ccccc3s2)cc1 (stereo not drawn),4.9,-18.1,4.2,-14.9,8.8,0.7,-34.7,7.8,-3.9,4.9
OC(C#Cc1ccccn1)c1cccs1 (stereo not drawn),4.4,-1.1,1.9,1.2,-28.4,0.1,-8.7,0.8,x,1.7
Cc1cc(C(=O)N2CC(C)CC(C)C2)n(-c2ccccc2)n1 (stereo not drawn),-2.7,-15.4,x,-13.5,-9.7,0.4,3.3,-12.2,-1.0,6.0
COc1cc(/C=C/C(=O)OCC(=O)NCCc2ccc(F)cc2)ccc1OC(F)F,-2.0,-9.3,-1.3,-10.4,37.9,-4.4,5.2,6.7,-4.2,2.6
COc1ccc(OCCCC(=O)Nc2cc(S(=O)(=O)N3CCCCC3)ccc2OC)cc1,-0.3,-6.2,-0.2,2.6,48.2,0.0,-7.6,-3.3,-2.3,-1.8
O=C(OCc1nnc(-c2ccccc2)o1)c1ccc(-n2cnnn2)cc1,-2.2,11.8,-4.4,6.8,-26.3,0.7,0.9,1.6,-0.6,-4.3
C[C@H](NC(=O)c1nc[nH]c1C(=O)N[C@@H](C)C(=O)OC(C)(C)C)C(=O)OC(C)(C)C,-0.4,5.6,x,-5.0,-24.5,0.5,-9.1,-12.8,-0.7,-2.2
CCN(Cc1cnn(C)c1)C(=O)c1cc(COc2ccc3c(c2)CCCC3)on1,-0.4,3.0,-0.5,-2.9,19.8,-3.8,55.3,-4.6,12.0,-1.2
O=C(Nc1ccccc1)N1CCCN(c2c(Cl)cncc2Cl)CC1,1.5,2.0,-3.8,-10.6,7.0,1.1,x,-3.2,1.1,-1.1
COCCN(C(=O)CNC(=O)c1ccco1)C(C(=O)NC1CCCCC1)c1cccc(OC)c1 (stereo not drawn),-1.5,-2.4,0.5,-5.0,-34.9,0.2,6.8,1.3,x,0.0
Cc1ccc(OCC(=O)Nc2ccc(S(=O)(=O)N3CCCCC3)cc2)c([N+](=O)[O-])n1,-0.6,-24.0,-1.2,-6.0,29.8,0.7,2.5,0.9,-1.9,4.9
COC(=O)CC1Sc2ccccc2NC1=O (stereo not drawn),6.2,4.1,-9.4,7.7,-18.7,-0.5,x,3.5,-1.4,3.2
CC(C)(C)c1ccc(C2C3=C(CCCC3=O)NC3=C2C(=O)c2ccccc23)cc1 (stereo not drawn),-3.8,13.8,x,-5.8,-15.6,0.2,6.1,-17.4,-0.7,-6.4
COc1ccc(Cl)cc1NS(=O)(=O)c1cccc2cccnc12,3.1,3.6,-3.3,-8.9,-11.7,0.6,-26.9,-5.8,-2.0,-1.0
O=C(C[n+]1ccc(-c2cc(C(=O)Nc3cccc(C(F)(F)F)c3)c3ccccc3n2)cc1)c1cccc([N+](=O)[O-])c1,6.2,-14.8,43.0,-3.2,87.2*,-2.5,-0.8,-0.8,-5.5,5.4
Cc1cc(NS(=O)(=O)c2ccc(NC(=O)CCCC(=O)O)cc2)nc(C)n1,-1.0,-15.1,6.4,-2.4,15.5,-1.2,-2.8,0.3,x,6.2
COc1ccc(C2CC(c3ccccc3OC(C)=O)=NN2C(C)=O)cc1 (stereo not drawn),2.0,19.1,-2.2,-10.6,21.2,0.3,18.3,-3.5,0.4,3.2
C/C(=N\NC(=O)CCC(=O)Nc1ccccc1)c1cccs1,-4.0,30.5,-1.9,-16.5,-1.1,-0.4,12.3,-1.6,-2.7,-0.8
COc1ccc(NC(=O)/C=C/c2ccc(F)cc2)cn1,-1.2,-7.1,-2.9,-13.4,-0.1,3.3,39.3,-0.8,18.7,2.4
COc1ccc(C(=O)Nc2ccccn2)cc1S(=O)(=O)N1CCOCC1,2.7,8.9,-10.9,-11.6,-28.4,-0.2,-4.4,0.9,1.7,2.0
O=C(NCc1ccc(OC(F)(F)F)cc1)C1CC2Cn3c(nc4ccccc43)C2N1c1ccccc1 (stereo not drawn),0.6,8.7,x,-7.3,4.8,-0.5,4.7,2.3,1.6,-3.2
CNC(=O)N(O)C1N(C)C(=O)N(Cc2ccccc2)C1(C)C (stereo not drawn),0.7,3.7,-2.3,-11.4,-17.8,-0.4,x,-3.4,x,2.1
O=C(NCCOc1ccc(Cl)cc1)C1CC(=O)N(c2ccc(F)cc2)C1 (stereo not drawn),3.0,4.6,-2.1,-8.6,3.1,1.6,0.8,-7.6,-3.6,-2.0
Clc1cccc(-c2ccc(C3Nc4cccc5cccc(c45)N3)o2)c1,0.4,-22.5,x,-5.8,23.6,1.0,22.6,-14.0,x,7.7
COc1cc2c(cc1OC)CN(c1ccc(F)cc1[N+](=O)[O-])CC2,-1.7,-5.8,8.7,13.4,40.6,1.3,29.1,-5.9,1.7,1.6
Cc1nc(S(=O)(=O)N(C)c2ccccc2)c(C#N)c(C)c1Cl,-6.0,-37.7,1.0,7.1,-12.9,-0.1,x,-1.3,x,3.0
